Screening results (PubChem)
Luciferase inh – blocks purified firefly luciferase enzyme activity; actives 2.5% (n = 76,000); AID 1347043; purified P. pyralis luciferase, luminescence, biochemical; P08659; Potency, µM (doses to about 115 µM), for inactives: at the highest dose activity change, negative = inhibition, usual class: inhibitors; note: potency is the fitted concentration of half-maximal effect; nearly all actives have a fitted effect of over 65% in size
Target sequence (P08659 whole entry, looked up): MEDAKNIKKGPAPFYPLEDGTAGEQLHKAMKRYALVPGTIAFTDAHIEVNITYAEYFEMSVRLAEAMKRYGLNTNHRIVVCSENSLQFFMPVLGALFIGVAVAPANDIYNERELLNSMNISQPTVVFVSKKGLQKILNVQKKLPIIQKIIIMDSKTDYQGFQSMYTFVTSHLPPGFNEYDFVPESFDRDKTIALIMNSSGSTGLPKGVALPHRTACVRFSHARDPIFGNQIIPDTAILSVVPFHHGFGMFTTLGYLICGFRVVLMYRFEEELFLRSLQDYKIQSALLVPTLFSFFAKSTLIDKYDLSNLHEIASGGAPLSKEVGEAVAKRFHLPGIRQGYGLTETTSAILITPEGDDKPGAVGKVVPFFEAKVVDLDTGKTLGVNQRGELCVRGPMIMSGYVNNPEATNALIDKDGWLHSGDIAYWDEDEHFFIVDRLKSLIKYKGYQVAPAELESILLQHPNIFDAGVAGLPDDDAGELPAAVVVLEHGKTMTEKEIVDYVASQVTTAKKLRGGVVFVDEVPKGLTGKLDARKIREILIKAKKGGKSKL
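Biochemical qHTS: compound (6-point titration) added to 10uM D-luciferin plus 10uM ATP in Tris acetate pH 7.5 buffer with Mg, Tween-20 and BSA, then purified enzyme at 10nM; light output imaged.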
SNCA viab count – reduces viability of HEK-293 SNCA reporter cells; Potency, µM (series often up to 57.1 µM), for the others: top-dose activity change, negative = cytotoxicity, actives largely listed as cytotoxic; HEK-293-SNCA-luc viability, GF-AFC fluorescence, 24 h; actives 0.12% (n = 150,000);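 note: potency is the fitted concentration of half-maximal effect; 0% = DMSO-treated cells and -100% = medium-only wells without cells; nearly all actives have a fitted effect of over 30% in size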
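HEK-293-SNCA-luc cells (1500/well) plated 24 h, then exposed 24 h to a dilution series; GF-AFC added 30 min at 37C, fluorescence 405/540 nm; normalised to medium-only and DMSO wells, Hill fit.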
IP6K1 inh – inhibitors of human IP6K1; Q92551; IP6K1 kinase, ADP-Glo luminescence, 2 h; active compounds read low; activity change, % (series mostly up to about 58 µM); actives 0.81% (n = 140,000); in the data active = activity change below about -25%
Target sequence (Q92551 whole entry, looked up): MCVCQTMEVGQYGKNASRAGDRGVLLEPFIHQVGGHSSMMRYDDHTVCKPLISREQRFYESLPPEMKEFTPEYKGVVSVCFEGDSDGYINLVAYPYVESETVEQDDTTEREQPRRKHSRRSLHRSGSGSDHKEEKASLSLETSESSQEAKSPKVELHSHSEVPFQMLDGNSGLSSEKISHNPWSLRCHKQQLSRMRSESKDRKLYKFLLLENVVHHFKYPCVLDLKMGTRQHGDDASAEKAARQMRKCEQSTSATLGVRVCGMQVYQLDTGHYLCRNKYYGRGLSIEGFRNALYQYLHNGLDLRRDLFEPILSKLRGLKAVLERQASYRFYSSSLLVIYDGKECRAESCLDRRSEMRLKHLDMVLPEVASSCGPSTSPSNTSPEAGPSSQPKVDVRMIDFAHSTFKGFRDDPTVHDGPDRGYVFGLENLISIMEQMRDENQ
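ADP-Glo luminescence measures ADP made by human IP6K1 during a 2 h RT reaction with ATP/IP6 (mix at 1.3 mM/130 uM); top library doses 57.5 and 19.1 uM final.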
HEK293 tox – HEK 293 cell cytotoxicity. HEK 293 viability, ATP luminescence (CellTiter-Glo), 48-72 h. Potency, µM (highest dose often 115 µM), without a hit: at the top dose activity change, negative = cytotoxicity, usual class: inhibitors. actives 6.6% (n = 94,000); note: potency is the fitted concentration of half-maximal effect; nearly all actives have a fitted effect of over 60% in size
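Viability of HEK 293 cells, plated at 250 cells/well, was judged by cellular ATP after compound treatment for 48 or 72 hr. Luminescence was imaged 10 min after CellTiter-Glo addition at room temperature.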
SNCA expr inh – inhibitors of alpha-synuclein (SNCA) gene expression; HEK-293 SNCA-luciferase knock-in, luminescence, 24 h; Potency, µM (doses to about 57.2 µM), without a hit: at the top dose activity change, negative = inhibition, usual class: inhibitors; actives 0.17% (n = 140,000);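 note: potency is the fitted concentration of half-maximal effect; plate controls were DMSO cells for no effect and cell-free wells for full effect; nearly all actives have a fitted effect of over 45% in size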
GPT2 inhibitor – inhibitors of human GPT2 alanine aminotransferase; actives 0.25% (n = 100,000); Q8TD30; Recombinant GPT2, coupled pyruvate oxidase/HRP Amplex Red fluorescence; Potency, µM (top dose mostly 57.7 µM), for the others: at the top dose activity change, negative = inhibition, actives largely listed as inhibitors; AID 1671188; note: potency is the fitted concentration of half-maximal effect; nearly all actives have a fitted effect of over 60% in size; many of its hits are not listed in these tables
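Fluorescence read-out: pyruvate from GPT2 turnover coupled to pyruvate oxidase, HRP and Amplex Red (0.2mM ThPP, 0.2U/mL PO and HRP, 50uM Amplex final). Substrates 250uM a-KG, 2mM L-alanine; enzyme 10ng/uL; 30 min RT.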
3T3 cytotox – cytotoxic compounds in NIH 3T3 cells; AID 1345082; actives 4.3% (n = 94,000); NIH 3T3 viability, CellTiter-Glo ATP luminescence, 48-72 h; Potency, µM (highest dose often 96.7 µM), for the others: top-dose activity change, negative = cytotoxicity, actives largely listed as inhibitors; note: potency is the fitted concentration of half-maximal effect; nearly all actives have a fitted effect of over 55% in size
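Cytotoxicity is measured as loss of cellular ATP: NIH 3T3 cells (400/well) are exposed to compound for 48 or 72 hr at 37 °C, then CellTiter-Glo luminescence is imaged after 10 min at room temperature.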
Starred values were filed as active, the others as inactive; i = inactive; ? = inconclusive; . = not tested or not shown; [ ] = another dose, or the depositor's remark. Unless noted, calls come from the whole dose curve; as a rule, active = well fitted curve in the direction sought with a large enough effect; inconclusive = small, poorly fitted or top-dose-only effect, or another doubt; inactive = no such curve, though single readings can be large; an effect the other way counts as inactive or inconclusive. Unless noted, % is set by controls: 0 for no effect and ±100 for the full control effect. Only part of the results is shown. The share of hits here may be higher or lower than overall.

SMILES	Luciferase inh	SNCA viab count	IP6K1 inh	HEK293 tox	SNCA expr inh	GPT2 inhibitor	3T3 cytotox
O=C(C1CCCN1C(=O)c1ccc(F)cc1)N1CCCC(c2nc3ncccc3[nH]2)C1 (stereo not drawn)	.	3%	10	-2%	7%	i	-19%
COc1ccc(C)cc1NC(=O)N1CCC(Oc2ncccc2C(=O)N(C)C)C1 (stereo not drawn)	-3%	-3%	18	13%	4%	i	2%
COc1ccccc1CNS(=O)(=O)c1cc(-c2cc(C)no2)ccc1C	.	-11%	-14	.	-16%	.	.
O=C(NCc1ccc(C(F)(F)F)cc1)C1CN(C2CCCCC2)C(=O)N1 (stereo not drawn)	.	5%[12.5 µM]	-1	?	-5%	i	?
COc1ccc(C(=O)NCC23CCC=C2N(CC2CC2)C(=O)CC3)cc1OC (stereo not drawn)	8%	-9%	5	-4%	-22%	2%	-2%
O=C(O)C[C@@H]1CCN(C(=O)c2cccs2)C[C@@H]1CCN1C[C@@H]2C[C@H](C1)c1cccc(=O)n1C2	3%	-5%	4	0%	?	i	0%
Cc1ccc(-c2nccn3cc(C(=O)O)nc23)cc1	-8%	3%	-4	3%	?	-12%	?
COc1cccc(NC(=O)C2CCCN(S(C)(=O)=O)CCC(=O)NCC2)c1 (stereo not drawn)	3%	-7%	-10	i	16%	-4%	-2%
COC[C@@H]1CN(C(=O)c2cc(Cl)ccc2OC)C[C@H]1C(N)=O	-11%	12%	1	-15%	?	i	-18%
CCCCc1nc2cc(C(=O)N3CC(Oc4ccccc4OC)C3)ccc2o1	?	3%	-7	?	42%[activator]	-5%	?
CSc1ncc(C(=O)Nc2ccc(F)cc2F)c(-c2ccccc2)n1	.	3%	15	.	11%	.	.
COc1ccc(CN(C(=O)c2ccco2)c2ccc(CC(=O)NC(C)C)cc2)cc1	-5%	9%	-6	-14%	3%	-7%	-5%
O=C(c1ccnnc1)N1CC(F)(F)C[C@H]1c1nc(-c2ccccc2)no1	-12%	6%	5	-7%	26%	i	-12%
Cn1cnc(C(=O)N[C@H]2CCOC[C@H]2C2CCOCC2)c1	-2%	-10%	29	0%	-24%	i	4%
O=c1[nH]c(N2CCOCC2)nc2c1CCN(S(=O)(=O)c1ccc3c(c1)CCC3)CC2	-2%	-3%	7	?	3%	i	?

Additional results follow:
SMILES	Luciferase inh	SNCA viab count	IP6K1 inh	HEK293 tox	SNCA expr inh	GPT2 inhibitor	3T3 cytotox
O=C(NCc1c[nH]c2ncccc12)c1ccc2ccccc2n1	-29%[172 µM]	-5%[87.6 µM]	12	?	-20%[87.6 µM]	3%[88.5 µM]	?
COCCOC1CCOC2(CCN(C(=O)CCc3ccc(OC)cc3)CC2)C1 (stereo not drawn)	-12%	-8%[12.5 µM]	-8	-4%	-26%	i	-23%
COc1ccccc1-c1cccc(C(=O)N2CCN(C(=O)c3cccc(Cl)c3)CC2)c1	.	5%[12.5 µM]	10	40µM*	-8%	i	?
Cc1nn2c(c1-c1ccccc1[S+](C)(=O)[O-])N(CCCc1ccccc1)CCC2	-5%[172 µM]	?	24	?	?	1%[88.5 µM]	?
COc1ccc(Cl)cc1NC(=O)c1sc(-n2nc(C)c(Cc3ccccc3)c2C)nc1C	.	-7%	-13	.	-2%	.	.
COc1ccc(CN2CCn3nc(CCC(=O)O)cc3C2)cc1O	3%	2%	-13	4%	3%	1%[11.5 µM]	1%
CCN1C(=O)C2CC3(CCN(S(C)(=O)=O)CC3)CN2C1=O (stereo not drawn)	8%	9%	-12	-1%	2%	i	i
Cc1cnc(CC2CCN(C(=O)C3CCC3)C2)n1Cc1ccccc1 (stereo not drawn)	8%	5%	6	-4%	14%	i	-14%
O=C(CNC(=O)c1ccccc1F)OCc1cc(=O)n2nc(C3CC3)sc2n1	.	8%	-15	.	-17%	.	.
CCOCC(=O)N1C[C@@H]2CCCN3CCC[C@@H]([C@H]23)[C@H]1CCCC(=O)Nc1ccccc1	4%	8%	-7	0%	13%	i	-16%
COCCCNc1nc(NCc2ccccc2OC)c2cnn(C)c2n1	.	10%	-30*	.	-16%	.	.
Cc1noc(C)c1C(=O)N1Cc2ccccc2OC2(CCN(C(=O)N(C)C)CC2)C1	.	3%	16	i	-1%	-6%	i
CCC1CN(S(=O)(=O)c2ccc3c(c2)NC(=O)CC(=O)N3)c2cc(Cl)ccc2O1 (stereo not drawn)	.	-29%	32	.	?	.	.
COCCN1C(=O)CCC2(C(=O)NCCc3c[nH]c4ccccc34)CCCC=C12 (stereo not drawn)	-22%	3%	-2	-7%	5%	0%	-16%
Cc1nn(C)c2c1c(-c1ccccc1)cc(=O)n2CC(=O)Nc1ccccc1C(F)(F)F	.	11%	5	.	16%	.	.

(more compounds)
SMILES	Luciferase inh	SNCA viab count	IP6K1 inh	HEK293 tox	SNCA expr inh	GPT2 inhibitor	3T3 cytotox
CCOc1ccc(CCNC(=O)CCc2c(C)nc3c4c(C)cc(C)nc4nn3c2C)cc1	.	?	17	.	-1%	.	.
Cc1ccc2nc(C(=O)N3CCCC3c3cc(C(C)C)on3)cn2c1 (stereo not drawn)	10µM*	-18%	-10	-9%	125%[activator]	-15%	-13%
CCOC(=O)c1[nH]c(C)c(CCC(=O)N2CCN(c3ccc(OC)cc3)CC2)c1C	.	4%	3	.	-7%	.	.
CC1CCC2(CC1)NC(=O)N(CC(=O)NCCC1=CCCCC1)C2=O (stereo not drawn)	-4%	-13%	16	-21%	-1%	?	-22%
COc1cc(CNC(=O)c2cc(-c3ccc(Cl)cc3Cl)nc3c2cnn3C)cc(OC)c1	.	?	8	45µM*	7%	-19%	?
O=C(NC1CC1)[C@@H]1C[C@H](Oc2ccccc2)CN1C(=O)CCCc1c[nH]c2ccccc12	.	?	19	?	-17%	i	?
O=C(Cn1cncn1)N1CC[C@@H]2[C@@H](CCC(=O)N2CCCCO)C1	-4%	0%	2	?	17%	i	-4%
O=C(NC1CCN(c2cc(-c3cccs3)[nH]n2)C1)c1cccc(OC(F)(F)F)c1 (stereo not drawn)	-2%	-1%	4	?	-24%	-24%	?
COC(=O)c1ccc(NC(=O)CCn2cnnn2)cc1	.	-18%	20	.	-2%	.	.
CCC1CN(C(=O)N2CCC(C(=O)NCCOC)CC2)c2ccccc2O1 (stereo not drawn)	.	5%	6	.	-14%	.	.
COC(=O)C1=C(C)N=C2SC=C(CC(=O)NCc3ccccc3)N2C1c1ccccc1F (stereo not drawn)	-12%	12%	11	?	?	i	?
O=C(NC1CCCCCC1)c1cn2cc(-c3cccnc3)sc2n1	.	-4%	0	?	4%	i	?
COc1ccccc1CN(C)C(=O)c1coc(COc2cccc(F)c2F)n1	2%	-16%	2	-19%	27%	-6%	?
CCC(=O)N1CCc2cc(CNS(=O)(=O)c3ccc(NC(=O)CC(C)C)cc3)ccc21	.	8%	16	.	-17%	.	.
COCCNC(=O)CCCn1c(SCC(=O)NCc2ccc(C)cc2)nc2c(sc3ccccc32)c1=O	.	4%	35	.	30%[activator]	.	.

An excerpt from above, showing only Luciferase inh and 3T3 cytotox.
compound	Luciferase inh	3T3 cytotox
O=C(NC1CCCCCC1)c1cn2cc(-c3cccnc3)sc2n1	.	?
CC1CCC2(CC1)NC(=O)N(CC(=O)NCCC1=CCCCC1)C2=O (stereo not drawn)	-4%	-22%
Cc1ccc2nc(C(=O)N3CCCC3c3cc(C(C)C)on3)cn2c1 (stereo not drawn)	10µM*	-13%

Next structures
SMILES	Luciferase inh	SNCA viab count	IP6K1 inh	HEK293 tox	SNCA expr inh	GPT2 inhibitor	3T3 cytotox
CC1CCN(S(=O)(=O)c2nnc(NC(=O)c3cccc(Cl)c3)s2)CC1	.	-6%	9	.	12%	.	.
O=C(c1ccncc1)N1CCc2c(nc3cc(-c4ccccc4Cl)[nH]n3c2=O)C1	?	5%	21	-4%	-1%	i	?
O=C(O)c1cc(O)c2c(c1)C(=O)c1cccc(O)c1C2=O	.	-5%[87.6 µM]	.	.	10%[87.6 µM]	i	.
CC(C)(O)CCc1cccc(C(=O)NCC(O)c2ccccc2Cl)c1 (stereo not drawn)	?	1%	16	-22%	160%[activator]	i	-24%
O=S(=O)(c1ccccc1)N1CCC(c2noc(C3CC3)n2)C1 (stereo not drawn)	-7%	-3%	-7	-15%	5%	i	-23%
O=C(c1ccco1)n1nc(-c2ccccc2)nc1NCc1ccccc1Cl	.	14%	28	.	24%	.	.
COc1ccc(Nc2c(-c3ccc(N4CCOCC4)cc3)nc3ncccn23)cc1OC	.	-21%	18	.	48%[activator]	.	.
O=C(c1ccsc1)N1CCC2(CC1)CN(c1ccncn1)CC2CO (stereo not drawn)	0%	-6%[12.5 µM]	17	0%	-7%	3%	-14%
Cc1ccc(Cn2c(CCCNC(=O)C3CCCCC3)nc3ccccc32)cc1	.	-18%	-10	.	-36%	.	.
CC(C)(C)C(=O)NC[C@H]1O[C@H](Cc2cc(-c3ccc(F)cc3)on2)CC[C@@H]1O	-26%[172 µM]	-3%[87.6 µM]	-1	?	40%[activator][87.6 µM]	-12%[88.5 µM]	-11%[174 µM]
CCCn1ccc2sc(C)c(C(=O)N3CCN(c4ccccn4)CC3)c2c1=O	-1%	-3%	3	?	4%	i	?
C=CCOc1c(OC)ccc2c1CN(Cc1ccccc1)C(=O)CCN2CC(O)COCc1ccco1 (stereo not drawn)	.	.	-10	?	.	.	?

Three entries from above, reformatted.
The line under a structure holds: Luciferase inh | SNCA viab count | IP6K1 inh | HEK293 tox | SNCA expr inh | GPT2 inhibitor | 3T3 cytotox
O=C(c1ccco1)n1nc(-c2ccccc2)nc1NCc1ccccc1Cl
→ . | 14% | 28 | . | 24% | . | .
COc1ccc(Nc2c(-c3ccc(N4CCOCC4)cc3)nc3ncccn23)cc1OC
→ . | -21% | 18 | . | 48%[activator] | . | .
O=C(c1ccsc1)N1CCC2(CC1)CN(c1ccncn1)CC2CO (stereo not drawn)
→ 0% | -6%[12.5 µM] | 17 | 0% | -7% | 3% | -14%
